# Assay outcomes: PubChem, several laboratories
# LMPTP inh = LMPTP (human) inhibition; P24666; 360,000 compounds, 0.22% hits; inhibition, % at 20 µM; recombinant LMPTP-A, OMFP fluorogenic substrate, fluorescence intensity;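 active means compounds that cut the enzyme signal by at least half of the control window in the single-dose screen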;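 further: plate controls were DMSO wells with enzyme plus substrate for no effect and substrate without enzyme for full effect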
# Target sequence (P24666 whole entry, looked up): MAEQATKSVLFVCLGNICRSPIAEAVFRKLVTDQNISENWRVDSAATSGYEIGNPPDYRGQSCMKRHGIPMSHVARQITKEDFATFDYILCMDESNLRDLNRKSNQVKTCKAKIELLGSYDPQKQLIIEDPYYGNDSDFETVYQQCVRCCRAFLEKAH
#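 material = LMPTP-A | quantity = 0.625 nM enzyme | reagent = OMFP substrate, 400 µM final | buffer or medium = Bis-Tris pH 6.0, DTT, detergent | detection = endpoint fluorescence intensity from OMFP dephosphorylation | dosing = single 20 µM dose | read-out basis = % inhibition relative to no-enzyme and uninhibited control wells | control set = no-enzyme and uninhibited controls | timing = 50 min at room temperature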
# STEP block = STEP (human) phosphatase inhibition. AID 588621. inhibition, % at 20 µM. recombinant STEP, OMFP fluorogenic substrate, fluorescence. P54829. 360,000 compounds, 0.25% hits;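 active means inhibition at 20 µM, scaled per plate between control wells, above about 37%, limit read from the data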;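 further: 0% = DMSO with enzyme and substrate and 100% = substrate only without enzyme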
# Target sequence (P54829 whole entry, looked up): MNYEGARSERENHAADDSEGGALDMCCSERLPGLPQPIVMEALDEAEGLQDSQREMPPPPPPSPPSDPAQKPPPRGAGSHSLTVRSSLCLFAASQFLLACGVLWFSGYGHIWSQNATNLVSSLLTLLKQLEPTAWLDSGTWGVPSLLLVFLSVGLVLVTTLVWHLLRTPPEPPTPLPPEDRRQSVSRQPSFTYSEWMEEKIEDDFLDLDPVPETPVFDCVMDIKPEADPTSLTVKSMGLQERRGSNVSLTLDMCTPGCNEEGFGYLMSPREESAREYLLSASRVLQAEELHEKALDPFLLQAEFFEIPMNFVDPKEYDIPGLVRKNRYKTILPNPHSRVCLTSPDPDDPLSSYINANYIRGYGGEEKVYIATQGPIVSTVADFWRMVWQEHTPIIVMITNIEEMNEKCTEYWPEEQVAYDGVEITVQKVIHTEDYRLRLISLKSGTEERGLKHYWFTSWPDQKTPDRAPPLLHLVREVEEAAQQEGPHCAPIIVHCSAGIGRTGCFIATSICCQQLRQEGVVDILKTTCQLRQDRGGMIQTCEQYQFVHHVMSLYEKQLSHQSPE
#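 material = STEP tyrosine phosphatase | reagent = fluorogenic phosphatase substrate OMFP at 25 µM final | doses = single compound dose of 20 µM, 1% DMSO final | schedule = 20 min reaction, room temperature, in the dark | measured by = fluorescence, 480/540 nm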
# eLon inh = inhibitors of E. coli Lon protease. P0A9M0. purified E. coli Lon protease, fluorescence polarization. inhibition, % at 7.94 µM. 360,000 compounds, 0.42% hits; in the data active means inhibition above about 13%, passing the limit was not always enough;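 further: 0% = enzyme with probe and DMSO and 100% = no enzyme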
# NRP1-CendR mod = modulators of CendR peptide binding to human neuropilin-1 | O14786 | FAM-RPARPAR peptide binding to NRP-1, fluorescence polarization | inhibition, % at 25 µM | 360,000 compounds, 0.85% hits | AID 602438;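 active means inhibition or corrected inhibition above about 18%, plus a signal ratio from 0.5 to 1.5, limit read from the data, passing the limit was not always enough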; further: strong numbers were not always called active
# DNMT1 inh = DNMT1 (human) enzyme inhibition; inhibition (reported as % activation of signal), % at 10 µM; DNMT1 molecular beacon, Hinp1I cleavage, fluorescence; AID 588458; P26358; 360,000 compounds, 0.83% hits; in the data active means inhibition above about 50%
# MsrA inhibitor = inhibitors of bovine MsrA; inhibition, % at 15.5 µM; 360,000 compounds, 0.75% hits; purified bovine MsrA, absorbance read-out; in the data active means inhibition above about 4.5%;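 further: 0% = vehicle wells with enzyme and 100% = reference inhibitor wells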
# Scp1 inh = Scp-1 (human) phosphatase inhibition | Q9GZU7 | Recombinant Scp1, phosphopeptide, malachite green phosphate absorbance | inhibition, % at 20 µM | 340,000 compounds, 0.88% hits;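 active means inhibition above about 50% at 20 µM, limit read from the data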;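 further: plate controls were DMSO wells with enzyme for no effect and wells lacking enzyme for full effect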
# Target sequence (Q9GZU7 76-261 limits assumed): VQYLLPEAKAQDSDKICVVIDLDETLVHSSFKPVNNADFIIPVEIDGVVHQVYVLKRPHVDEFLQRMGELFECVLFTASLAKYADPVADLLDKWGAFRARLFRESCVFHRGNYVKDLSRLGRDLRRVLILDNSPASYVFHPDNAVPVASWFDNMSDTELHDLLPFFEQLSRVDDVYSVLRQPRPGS
#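 Times: enzyme reaction 45 min at room temperature, colour 5 min, stabilisation 30 min. Material: SCP-1 catalytic fragment, aa 76-261. Medium: Acidic Tris acetate buffer with magnesium and detergent. Signal: colorimetric free-phosphate detection, absorbance 630 nm. Read-out basis: % inhibition of SCP-1 phosphate liberation. Reagent: Phosphorylated 17-residue peptide substrate.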
# TbMetRS inhib = blocks T. brucei methionyl-tRNA synthetase activity | AID 624268 | 360,000 compounds, 0.4% hits | purified T. brucei MetRS, ATP depletion, Kinase-Glo luminescence | inhibition, % at 11.9 µM;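 active means inhibition above a per-plate cutoff of the control wells' mean inhibition plus 3 SD, cut at about 5.5% in these data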;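 further: 0% = DMSO wells median and 100% = median of wells with control inhibitor compound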
#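 System: purified T. brucei MetRS enzyme / Detection: Kinase-Glo luciferase luminescence reporting remaining unconsumed ATP / Medium: HEPES buffer with MgCl2, KCl, DTT, spermine, BSA, pyrophosphatase / Replication: singlicate, one well per compound / Evaluation: percent inhibition relative to median high and low control wells / Schedule: 2 h aminoacylation at 25 °C after 15 min preincubation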
# bovine MsrA act = activates bovine MsrA enzyme; 360,000 compounds, 0.3% hits; purified bovine MsrA, absorbance read-out; activation, % at 10.6 µM; in the data active means activation above about 7.5%;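 further: 0% = vehicle and 100% = reference activator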
# SUMO1-SIM PPI = SUMO1-SIM interaction modulation; inhibition, % at 20 µM; SUMO1 binding to a labelled peptide, TR-FRET, 1 h; AID 602429; 360,000 compounds, 0.33% hits; in the data active means inhibition above about 37%
# Target sequence (P63165 whole entry, looked up): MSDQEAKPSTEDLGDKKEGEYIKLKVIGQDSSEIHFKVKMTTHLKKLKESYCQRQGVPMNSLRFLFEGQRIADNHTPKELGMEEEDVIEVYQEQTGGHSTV
# An asterisk follows results filed as active; . = not tested or not shown.
SMILES,LMPTP inh,STEP block,eLon inh,NRP1-CendR mod,DNMT1 inh,MsrA inhibitor,Scp1 inh,TbMetRS inhib,bovine MsrA act,SUMO1-SIM PPI
CCN(CC)S(=O)(=O)c1ccc(NC(=O)COC(=O)c2ccc(Br)o2)cc1,-0.4,-1,7,12,-4,1.4,-3,-0.6,-10,2
c1ccc(-c2nc3nc4ccccc4nc3n2Cc2ccco2)cc1,-0.1,2,-9,-1,1,3.0,3,-0.5,-5,-18
O=C(c1ccco1)N1CCN(c2ncnc3c2[nH]c2ccc(Br)cc23)CC1,6.1,2,-2,-24,-7,1.4,6,4.1,-9,17
Cc1cc(C(=O)OCC(=O)NCc2ccc3c(c2)OCO3)c2ccccc2n1,0.3,1,-5,4,-2,-0.5,3,-0.2,-1,-6
Cc1ccc(C(C)C)c(OCc2ccc(C(=O)N/N=C/c3ccc(O)c(O)c3)cc2)c1,4.2,-1,-5,-6,-16,1.4,-8,-0.1,-3,4
COc1ccc(C(CNC(=O)Cn2[nH]c(=O)c3ccccc3c2=O)N2CCCC2)cc1 (stereo not drawn),-2.2,3,-11,-1,-2,1.4,-1,-0.6,-5,3
CC[C@]12c3[nH]c4ccccc4c3CCN1C(=O)C(CC(=O)NC(C)(C)C)C[C@@H]2C(=O)N1CCN(C(=O)C2CC2)CC1 (stereo partly drawn),-2.6,0,1,-4,7,1.0,8,0.7,-3,2
CC(C)n1c(N2CCN(C(=O)Nc3ccc(Cl)cc3)CC2)nc2ccccc21,1.3,0,1,14,13,-0.9,2,0.1,0,-1
CC1(C)Cc2c(sc3nn[nH]c(=O)c23)CO1,-7.0,-2,-11,-1,-1,3.1,-5,-0.7,-1,-6
COc1cc(C(=O)NNC(=O)c2cccc(Cl)c2)ccc1OCC(=O)N1CCOCC1,-0.9,1,-9,11,1,-0.2,3,-0.2,-2,-5

# 3 of these compounds, set out differently:
LMPTP inh,STEP block,eLon inh,NRP1-CendR mod,DNMT1 inh,MsrA inhibitor,Scp1 inh,TbMetRS inhib,bovine MsrA act,SUMO1-SIM PPI,compound
-0.4,-1,7,12,-4,1.4,-3,-0.6,-10,2,CCN(CC)S(=O)(=O)c1ccc(NC(=O)COC(=O)c2ccc(Br)o2)cc1
-0.1,2,-9,-1,1,3.0,3,-0.5,-5,-18,c1ccc(-c2nc3nc4ccccc4nc3n2Cc2ccco2)cc1
6.1,2,-2,-24,-7,1.4,6,4.1,-9,17,O=C(c1ccco1)N1CCN(c2ncnc3c2[nH]c2ccc(Br)cc23)CC1

# Continuation:
SMILES,LMPTP inh,STEP block,eLon inh,NRP1-CendR mod,DNMT1 inh,MsrA inhibitor,Scp1 inh,TbMetRS inhib,bovine MsrA act,SUMO1-SIM PPI
CCS(=O)(=O)n1nc(-c2ccccc2)nc1SCc1ccccc1,-0.1,-5,0,1,-5,0.5,-7,0.3,-2,-1
CCN(CC)C(=O)Cn1cc(SCC(=O)NC2CCCC2)c2ccccc21,-0.5,-1,-6,6,-2,0.2,-1,-0.2,-2,-2
CCOc1cc2[nH]c(=S)n(Cc3ccc(C(=O)NCCCN4CCOCC4)cc3)c(=O)c2cc1OCC,0.6,2,-14,0,-2,0.6,-1,0.6,-3,9
Cn1nnc(NC(=O)c2ccccc2F)n1,-2.3,-1,-2,0,0,-0.7,0,-0.5,3,-2
CC(c1ccco1)N(C(=O)c1ccc(C#N)cc1)c1ccccn1 (stereo not drawn),-0.3,-3,6,-6,1,-0.8,-9,0.2,1,-6
Cc1cc2cc(NC(=O)c3ccco3)ccc2[nH]1,3.4,10,1,-15,-20,0.9,1,-0.1,-2,6
C/C(=N\NC(=O)c1cc(-c2ccc(Br)s2)[nH]n1)c1ccncc1,0.9,2,13,8,0,0.9,-1,-0.9,-9,-12
COc1ccc(/C=N/NC(=O)CCn2cnc3ccccc32)cc1,-0.9,-2,5,2,-6,-0.5,-7,-0.8,-2,-5
COc1ccc(N(C(=O)c2cnsn2)C(C(=O)NC2CCCCC2)c2ccncc2)cc1 (stereo not drawn),-0.1,-2,1,6,-2,-0.3,-4,0.1,-2,1
Cc1cccc(N2C(=O)CC(Sc3nc(-c4ccccc4)c4cc(Cl)ccc4n3)C2=O)c1 (stereo not drawn),1.2,-1,-17,7,-5,-1.0,-7,-1.5,-8,44*
Cc1ccc(CNC(=O)C2CCC(=O)N2Cc2ccc(C)cc2)cc1 (stereo not drawn),-1.2,-1,-18,3,0,1.1,-4,-0.6,-2,-2
Cc1ccc(Cn2nnc3c(=O)[nH]c(C4CCN(S(=O)(=O)Cc5ccccc5)CC4)nc32)cc1,2.5,0,0,10,-1,0.6,-4,-0.2,0,2
CC(C)Oc1ccc(CNC(=O)C2CCN(C(=O)N3CCOc4ccccc43)CC2)cc1,-0.6,-2,-3,-2,2,-0.4,-6,-0.1,-5,-2
COc1ccc(NC2=Nc3cccc4cccc2c34)cc1OC,11,-2,-13,5,1,1.1,-2,0.7,0,-18
Cc1cccc(CCN(Cc2cc3cccc(C)c3[nH]c2=O)C(=O)N2CCOCC2)c1,-0.9,4,0,1,-1,0.1,-4,-1.2,3,-2
COc1cc(Cl)c(CNC[C@H]2O[C@@H](n3cnc(C(N)=O)n3)[C@H](O)[C@@H]2O)c(Cl)c1O,-2.1,-1,-8,0,0,-0.5,0,0.2,-5,3
COc1ccc([N+](=O)[O-])cc1NC(=O)c1cncc(Br)c1,-0.4,-2,-10,0,0,1.2,-7,-0.5,-1,26
Cc1cccc(OC(=O)Nc2ccc(C(=O)O)c(O)c2)c1,-2.3,0,-11,-11,-3,0.1,.,-0.3,-8,9
CC1CCC(NC(=O)c2cc(S(=O)(=O)N(C)C)ccc2N2CCCC2)CC1 (stereo not drawn),-1.2,0,6,5,2,0.7,0,-0.6,-6,22
c1ccc(CNc2cnccn2)cc1,-2.6,0,-4,-16,3,-0.4,-4,-0.3,-5,1
COc1ccc(NC(=O)COC(=O)CC2CC3CCC2C3)c([N+](=O)[O-])c1 (stereo not drawn),4.4,3,-4,5,-2,1.6,-4,0.2,-2,-7
CC(=O)Nc1cc(C)nn1-c1nc2ccccc2s1,-1.7,-2,-1,-8,-5,1.6,-7,-1.3,-1,2
COc1cccc(C2C3=C(CCCC3=O)Nc3[nH]n(-c4ccccc4)c(=O)c32)c1 (stereo not drawn),1.1,0,7,9,0,2.8,-9,0.4,-3,-1
CC(=O)Nc1ccc(S(=O)(=O)NCCC(=O)NCCOc2ccccc2)cc1,-0.8,-3,0,6,5,-0.2,-5,-0.5,-3,6
Cc1ccc(NC(=S)NNC(=O)CSc2nnc(-c3ccc(Cl)cc3)n2C2CCCCC2)cc1,-0.2,3,-13,3,-1,-0.4,6,-0.1,-1,4
Cc1ccccc1CN(C)C1CCN(C)CC1,-7.1,-1,-1,1,18,0.3,-2,0.6,0,2
Cn1c(=O)c2c(ncn2CC(N)=O)n(C)c1=O,-0.8,1,5,9,1,-0.5,-7,-0.1,5,2
COc1cccc(C2Nc3ccccc3C(=O)N2Cc2ccccc2)c1 (stereo not drawn),1.2,-2,3,2,1,1.0,-23,-0.4,-3,9
COc1ccccc1C(=O)NCCC(=O)N1CC(=O)Nc2ccccc21,-2.0,-1,1,2,-1,0.1,3,-1.4,-10,-1
Cc1nn(-c2ccccc2)c2nc(Cl)c(C(=O)O)cc12,-1.0,2,-4,0,0,-0.6,-13,-0.2,-4,4
COc1ccc(CNc2ccccn2)c(O)c1,-1.3,-3,-10,9,-2,0.8,-14,0.7,1,3
Cc1ccccc1NC(=S)NC1CC2CCC(C1)N2Cc1ccco1 (stereo not drawn),-1.3,4,-2,12,4,-0.7,-4,-0.5,-3,-3
CCCC(=O)CN1C(=O)C2(OCCO2)c2ccccc21,-0.8,2,8,-7,-1,-0.5,-6,-0.1,-2,-1
CC(C)(C)c1ccc(S(=O)(=O)N2CCCC2C(=O)NC2=NCCS2)cc1 (stereo not drawn),-0.5,-2,-6,22,-2,1.3,6,-1.0,-11,2
Cn1nc(C(=O)NC(C)(C)C)c2ccccc21,-1.3,-1,-5,1,2,1.1,7,-2.0,-10,3
CCO[C@@H]1OC(C(N)=O)=C[C@H](c2ccccc2)[C@H]1CCCO,-2.4,0,-2,1,7,-1.2,-10,-0.2,-3,2
CCOC(=O)/C(=C\c1ccccc1)C(=O)c1cc(C(C)=O)c(Nc2ccccc2)s1,3.2,0,-1,-16,16,-0.7,-10,-0.3,-2,-3
O=C(NCC(c1ccco1)N1CCOCC1)C1CCCCC1 (stereo not drawn),-0.4,-3,-7,8,0,-0.1,-6,-0.3,-3,5
COc1ccc(OC)c(NC(=O)CCC(=O)Oc2ccc(C)cc2)c1,-0.5,0,0,11,1,0.5,-4,-0.2,2,-1
O=C(Nc1ccc(Br)c2cccnc12)c1ccc(Cn2cc(Cl)cn2)o1,1.4,2,-3,-2,-6,-1.4,-9,0.1,-1,0
CC(C)CCNC(=S)Nc1ccccc1F,-1.8,-2,2,12,-18,0.8,-5,-0.8,3,0
COCCNC(=O)C1(C)CCCN(C(=O)c2ccc(OC)c(OC)c2)C1 (stereo not drawn),-1.0,-1,-8,0,2,0.6,.,0.1,3,-3
O=C(CSc1nnc(C2CC2)n1Cc1ccccc1)c1cc2ccccc2o1,1.1,0,-6,-21,-3,1.6,-2,0.8,-1,-18
O=C(COc1c(F)c(F)c(C(F)(F)F)c(F)c1F)Nc1ccc(N2CCOCC2)c(Cl)c1,3.7,1,4,2,-7,-0.2,-7,-0.8,-8,0
CC(=O)C1CCC2C3CC(O)C4=CC(=O)CCC4(C)C3C(=O)CC12C (stereo not drawn),-0.5,-2,-6,-6,7,1.3,-10,-0.2,-4,-5
Cc1cccc(NC(=O)CSCC(=O)N(C)CCOc2ccc(Cl)cc2)c1,1.4,-1,-7,-2,-3,2.0,3,0.0,-2,-2
CC(C)(C)n1nc(-c2ccc(F)cc2)c2c(N)ncnc21,-2.0,0,-6,67*,-1,1.4,6,-0.1,-2,-1
CC(=O)c1ccc(NC(=O)CSc2nnc(C3CC3)n2C)cc1,0.1,0,0,-3,0,1.1,-1,-0.4,-2,-6
O=C(Nc1cccc(NC(=O)c2cccs2)c1)c1ccc(Br)cc1,3.1,-5,1,-1,-5,0.7,-2,-0.7,-3,10
N#CCCN(C(=S)NC(=O)c1cccs1)c1ccccc1F,11,4,-3,-3,-2,1.5,-6,0.3,-1,4
CC(C)c1ccccc1OCCCCN1CCCCC1,-1.7,-2,-6,-8,-1,-0.9,-15,-0.9,-5,-3
COc1ccccc1NC(=O)CSc1n[nH]c(-c2ccccn2)n1,0.6,-3,6,11,-1,-0.9,1,-0.7,-1,0
CCOC(=O)CSc1nnc(-c2ccccc2NC(=O)c2ccccc2)o1,2.4,-1,-4,0,39,0.2,-4,-0.6,-2,0
